From PubChem
AMA1 RON2 block: inhibitors of Plasmodium falciparum AMA1-RON2 interaction; AlphaScreen AMA1-biotinylated RON2 peptide binding; Potency, µM (doses to about 58.2 µM), for the others: top-dose activity change, negative = inhibition, hits mostly inhibitors; 0.2% of 360,000 active; AID 720542;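 note: potency is the fitted concentration of half-maximal effect; 0% = vehicle wells and -100% = peptide control; nearly all actives have a fitted effect of over 45% in size; some results filed as inactive show a strong effect at the top dose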
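AMA1 (3D7) with his tag at 25 nM final met compounds first, then biotinylated RON2 peptide at 25 nM; detection used donor plus acceptor beads, 10 µg/mL apiece, read by AlphaScreen after 30 min at room temperature.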
Sm TGR inh: blocks Schistosoma mansoni thioredoxin glutathione reductase; purified TGR, DTNB reduction, TNB absorbance 405 nm; AID 485364; Q962Y6; Potency, µM (doses to about 114 µM), inactives show top-dose activity change, negative = inhibition, hits mostly inhibitors; 3% of 360,000 active; note: potency is the fitted concentration of half-maximal effect; nearly all actives have a fitted effect of over 60% in size
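First, TGR (20 nM dispensed) and NADPH were mixed with compound. Second, a 15 min room-temperature incubation followed. Third, further NADPH and then DTNB were added to start the reaction. Finally, TNB absorbance was monitored kinetically.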
HCMV inh: inhibitors of human cytomegalovirus. activity change, negative = inhibition, % at 57.5 µM. HFF cells, HCMV-luciferase reporter, 72 h; stronger effect = lower value. 4.5% of 410,000 active; in the data active = activity change below about -60%; inconclusive = no clear call, values can overlap the other calls; inactive = above about -39%
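Screen run at 2 compound doses on HFFs infected with reporter HCMV, MOI 1 PFU/cell. Luciferase activity from cell lysates at 72 h post infection gave inhibition relative to buffer-only and Salinomycin wells.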
AmpC no deterg: blocks E. coli AmpC beta-lactamase in detergent-free assay | AmpC nitrocefin hydrolysis, absorbance 480 nm, 0.0001% Triton | 0.52% of 330,000 active | P00811 | Potency, µM (top dose mostly 57.1 µM), without a hit: at the highest dose activity change, negative = inhibition, usual class: inhibitors;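 note: potency is the fitted concentration of half-maximal effect; plate controls were no compound for no effect and no enzyme for full effect; nearly all actives have a fitted effect of over 20% in size; some results filed as inactive show a strong effect at the top dose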
Target sequence (P00811 whole entry, looked up): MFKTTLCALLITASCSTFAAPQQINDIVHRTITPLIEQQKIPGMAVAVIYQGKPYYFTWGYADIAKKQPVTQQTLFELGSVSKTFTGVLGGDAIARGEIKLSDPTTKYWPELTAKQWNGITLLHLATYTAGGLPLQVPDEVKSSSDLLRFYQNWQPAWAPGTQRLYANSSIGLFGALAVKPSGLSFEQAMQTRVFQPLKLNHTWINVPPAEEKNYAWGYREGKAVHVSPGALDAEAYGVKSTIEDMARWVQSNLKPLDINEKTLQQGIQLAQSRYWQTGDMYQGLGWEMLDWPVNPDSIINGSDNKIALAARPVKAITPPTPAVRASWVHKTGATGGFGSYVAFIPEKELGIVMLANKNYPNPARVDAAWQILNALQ
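20 mM phosphate pH 7.0 + 0.01% (detergent screen) or 0.0001% Triton X-100; 5.3 nM AmpC reagent; cpd preinc 15 min RT; nitrocefin (800 uM stock) to start; A480 q20 s × 4 min; Activity was normalised to no-enzyme and no-compound control wells.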
AmpC detergent: blocks E. coli AmpC beta-lactamase in detergent assay | P00811 | AmpC hydrolysis of nitrocefin, absorbance 480 nm, 0.01% Triton | Potency, µM (titrated, usually from 114 µM), for the others: at the top dose activity change, negative = inhibition, hits mostly inhibitors | 0.041% of 370,000 active | AID 485294;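 note: potency is the fitted concentration of half-maximal effect; 0% = no-compound wells and -100% = no-enzyme wells; nearly all actives have a fitted effect of over 25% in size; some results filed as inactive show a strong effect at the top dose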
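20 mM phosphate pH 7.0 + 0.01% (detergent screen) or 0.0001% Triton X-100; 5.3 nM AmpC reagent; cpd preinc 15 min RT; nitrocefin (800 uM stock) to start; A480 q20 s × 4 min; Activity was normalised to no-enzyme and no-compound control wells.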
Giardia FBPA inh: blocks Giardia fructose-bisphosphate aldolase activity; 0.71% of 290,000 active; A8B2U2; purified Giardia FBPA; Potency, µM (highest dose often 59.6 µM), for the others: top-dose activity, negative = inhibition, hits mostly inhibitors; note: potency is the fitted concentration of half-maximal effect; nearly all actives have a fitted effect of over 55% in size
Target sequence (A8B2U2 whole entry, looked up): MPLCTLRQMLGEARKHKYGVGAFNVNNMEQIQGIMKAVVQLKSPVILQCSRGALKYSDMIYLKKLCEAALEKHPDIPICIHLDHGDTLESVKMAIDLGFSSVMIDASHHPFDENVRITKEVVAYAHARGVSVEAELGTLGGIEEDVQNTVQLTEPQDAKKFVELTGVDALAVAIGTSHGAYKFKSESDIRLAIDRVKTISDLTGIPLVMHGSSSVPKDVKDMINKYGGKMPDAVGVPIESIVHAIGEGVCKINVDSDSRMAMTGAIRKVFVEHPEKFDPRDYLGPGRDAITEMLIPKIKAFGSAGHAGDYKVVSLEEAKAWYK
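40 nM FBPA preincubated 10 min at RT with compound (up to 57.5 uM final), then substrate plus GAPDH/TPI/NAD/arsenate coupling and diaphorase/resazurin added. Fluorescence read after 20 min at RT, 525/598 nm.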
Starred values were filed as active, the others as inactive; ? = inconclusive; . = no result given; & = joins results of further samples; [ ] = remark or other dose. Unless noted, calls come from the whole dose curve; as a rule, active = well fitted curve in the direction sought with a large enough effect; inconclusive = small, poorly fitted or top-dose-only effect, or another doubt; inactive = no such curve, though single readings can be large; an effect the other way counts as inactive or inconclusive. Unless noted, % is set by controls: 0 for no effect and ±100 for the full control effect. An unsorted share of the library. About 7.8% of those tested had a hit in this group.

1. CCCCCc1ccc(-c2ccc(C(=O)Oc3ccc(C(=O)OC)cc3)cc2)nc1
2. O=[N+]([O-])c1cc(/C=N/N2CCN(C3c4ccccc4-c4ccccc43)CC2)ccc1Cl
3. N#Cc1ccc(S(=O)(=O)N2CCCN(c3nc4ccc(Cl)cc4s3)CC2)cc1
4. CC(=O)N1CCN(c2ccc(NC(=O)c3ccc(C)cc3)cc2)CC1
5. Cc1cccc(C)c1-n1c(C)cc(/C=N/NC(=O)c2ccncc2)c1C
6. COc1ccc(Sc2nnc(-c3ccccc3)cc2C#N)cc1
Screen / compound no.	1	2	3	4	5	6
AMA1 RON2 block	.	10%	-14%	-1%	0%	-7%
Sm TGR inh	3%	11%	-10%	9%	4%	-4%
HCMV inh	17	16	-9	13	-30	-10
AmpC no deterg	.	-12%	-7%	2%	63%[activator]	-13%
AmpC detergent	10%	-3%	-3%	-1%	-5%	-9%
Giardia FBPA inh	.	.	5%	.	-2%[12.9 µM]	-1%

7. COc1ccc(OCC(=O)NCCS(=O)(=O)N2CCN(c3cccc(Cl)c3)CC2)cc1
8. CCCNC(=O)C(CC)n1nc(CC)n2c(cc3oc(C)cc32)c1=O (stereo unspecified)
9. O=[N+]([O-])c1cc(S(=O)(=O)NCCCN2CCOCC2)ccc1Cl
10. COc1ccc(Cl)cc1C(=O)NNC(=O)c1ccc(F)c(S(=O)(=O)N2CCOCC2)c1
11. Cc1cc(=O)n(C(C)(C)C)c(=O)n1Cc1ccccc1
12. CCOc1ccc2c(c1)c1nnc(SCC3CCCO3)nc1n2C (stereo unspecified)
Screen / compound no.	7	8	9	10	11	12
AMA1 RON2 block	.	.	0%	52%[activator]	11%	1%
Sm TGR inh	4%	-5%	45µM*	.	-8%	-13%
HCMV inh	-39	-17	-35	7	-39	83
AmpC no deterg	.	.	-3%	-29%	-1%	3%
AmpC detergent	7%	-6%	-11%	.	-1%	-10%
Giardia FBPA inh	.	.	-12%	.	1%	-1%

13. Cc1ccn2c(Nc3ccc(C(C)C)cc3)c(-c3ccsc3)nc2c1
14. Cc1c(N(CC(=O)O)S(=O)(=O)c2ccccc2)c(=O)n(-c2ccccc2)n1C
15. O=C(Nc1ccc(F)cc1)c1cccc2c1C(=O)N(CC1CCCO1)C2 (stereo unspecified)
16. CCC(C)/C(C)=N/NC(=O)CNS(=O)(=O)c1ccc([N+](=O)[O-])cc1 (stereo unspecified)
17. COc1cc(CNc2ncnc3c2[nH]c2ccc(C)cc23)cc(OC)c1
18. Cn1c(CN2CCN(C(=O)c3ccccc3)CC2)nc2cc([N+](=O)[O-])ccc21
Screen / compound no.	13	14	15	16	17	18
AMA1 RON2 block	.	1%	1%	30%	-8%	-1%
Sm TGR inh	5%	.	-26%	12%	6%	2%
HCMV inh	28	-13	-6	-31	-65*	-7
AmpC no deterg	.	-16%	-11%	-19%	-10%	4%
AmpC detergent	8%	-8%	?	1%	3%	-14%
Giardia FBPA inh	.	8%	-1%	-9%	2%	-3%

19. O=C(CSc1nc2cc(Cl)ccc2s1)NC1CCCc2ccccc21 (stereo unspecified)
20. CCCSc1ncc(Cl)c(C(=O)Nc2c(C(=O)c3ccc(F)cc3)oc3ccccc23)n1
21. CCC(=O)/C=C1/Sc2ccc(OC)cc2N1CC
22. Cc1sc(NC(=O)c2ccccc2F)c(CN2CCCCC2C)c1C (stereo unspecified)
23. CC(C)OCCCNC(=O)c1cccc2c1C(=O)c1ccc(Cl)cc1S2(=O)=O
24. CCOC(=O)c1cc2sccc2n1Cc1ccc(C#N)cc1
Screen / compound no.	19	20	21	22	23	24
AMA1 RON2 block	-1%	.	-1%	-17%	-4%	3%
Sm TGR inh	0%	4%	0%	?	0%	-9%
HCMV inh	-8	-17	-21	58	-35	-27
AmpC no deterg	-38%	.	-16%	-35%	-4%	-23%
AmpC detergent	-12%	-2%	-15%	?	2%	-5%
Giardia FBPA inh	2%	.	-8%	-5%	.	-2%

25. CCN(CC)c1cc(C)c2cc(NC(=O)c3ccc(OC)c(OC)c3)ccc2n1
26. Cc1cc(OC(C)C(=O)NCc2cccnc2)c2c3c(c(=O)oc2c1)CCC3 (stereo unspecified)
27. CCOC(=O)/C(=N/Nc1ccc(Cl)cc1)Sc1nnnn1-c1ccc(C)cc1
28. COc1ccc(NC(=O)c2ccco2)cc1NC(=O)COc1cc(C)cc(C)c1
29. Nn1c(SCc2cn3ccsc3n2)nnc1-c1ccncc1
30. Cc1nn(-c2cccc(Cl)c2)c2nc(-c3ccncc3)cc(C(=O)N3CCOCC3)c12
Screen / compound no.	25	26	27	28	29	30
AMA1 RON2 block	.	-10%	3%	.	6%	-16%
Sm TGR inh	8%	2%	-8%	0%	-7%	1%
HCMV inh	-89*	0	-17	-9	29	142
AmpC no deterg	.	-2%	-31%	.	-29%	28%
AmpC detergent	5%	0%	?	9%	-7%	-6%
Giardia FBPA inh	.	.	-17%	.	-11%	-2%

31. COc1ccc(-c2ccc3c(N)c(C(=O)Nc4cc(F)ccc4C)sc3n2)cc1
32. Cc1cc(-c2cccnc2)c(C#N)c(SCC#N)n1
33. CCN(CC)CCOC(=O)c1ccc(Cl)cc1Cl
34. COC(=O)[C@H](Cc1ccccc1)NC(=O)NCc1cccs1
35. CS(=O)(=O)c1ccc(C(=O)N2CCc3ccccc3C2)cc1
36. O=C(Cn1nc(-c2ccccc2)ccc1=O)Nc1ccc(NC(=O)c2ccccn2)cc1
Screen / compound no.	31	32	33	34	35	36
AMA1 RON2 block	.	3%	-13%	0%	-5%	1%
Sm TGR inh	-13%	-5%	.	-4%	-5%	0%
HCMV inh	22	34	-22	-5	20	-3
AmpC no deterg	.	-25%	10%	-25%	-14%	-3%
AmpC detergent	2%	-1%	4%	-7%	?	-13%
Giardia FBPA inh	.	1%	-2%	2%	2%	-1%

37. CCC1CCCCN1C(=O)COC(=O)CN(C)S(=O)(=O)c1ccc(NC(C)=O)cc1 (stereo unspecified)
38. CCN(CC)CC#CC(OC)(c1ccccc1)c1ccccc1
39. CCOC(=O)c1cc(C(C)=O)c(=O)n(C)c1N
40. CC(C)(C)C(=O)Nc1ccc(C(=O)Nc2cc(NC(=O)c3ccc(NC(=O)C(C)(C)C)cc3)cc(C(=O)O)c2)cc1
41. CSc1cccc(NC(C)C(=O)NCc2ccccc2)c1 (stereo unspecified)
42. O=C(O)c1ccc(OCCCCCCOC2CCCCO2)cc1 (stereo unspecified)
Screen / compound no.	37	38	39	40	41	42
AMA1 RON2 block	-2%	-29%	6%	-11%	-23%	-8%
Sm TGR inh	-1%	-1%[57.1 µM]	?	-14%	3%	2%
HCMV inh	-9	-63*	35	28	-65*	-3
AmpC no deterg	0%	88%[activator]	-5%	-29%	-6%[11.4 µM]	-14%
AmpC detergent	0%	-3%	-2%	-16%	-17%	0%
Giardia FBPA inh	.	-10%	6%	-9%	?	7%

43. O=C(Nc1cccnc1)c1ccc(COc2cc(Cl)ccc2Cl)o1
44. CCOc1ccc(C2C(C(=O)c3ccco3)=C(O)C(=O)N2CCCn2ccnc2)cc1OC (stereo unspecified)
45. COc1ccc(CC(=O)NCCN2CCOCC2)cc1
46. Cc1nc(N2CCOCC2)c2c(C)c(C(=O)Nc3ccc(F)cc3F)sc2n1
47. O=C1CC(NS(=O)(=O)c2cccs2)CN1c1ccccc1 (stereo unspecified)
48. CCCCOc1ccc(C(=O)NCC(=O)NCCCn2nc(C)cc2C)cc1
Screen / compound no.	43	44	45	46	47	48
AMA1 RON2 block	-4%	-9%	1%	-5%	7%	-3%
Sm TGR inh	-6%	-21%	7%	-5%	1%	0%
HCMV inh	41	-20	33	-19	0	35
AmpC no deterg	-4%	32%	-1%	-16%	-11%	116%[activator]
AmpC detergent	1%	0%	-3%	-3%	-20%	-6%
Giardia FBPA inh	.	.	-3%	-5%	.	.

49. O=C(COc1ccccc1)Nc1nnc(S(=O)(=O)N2CCCCC2)s1
50. COc1cccc(NC(=O)Nc2nnc(Cc3ccc(F)cc3)s2)c1
51. Nc1nc(NC(=O)c2ccccc2)nn1-c1ccccc1
52. CCCCS(=O)(=O)N1CCCC(C(=O)N2CCOCC2)C1 (stereo unspecified)
53. Fc1ccc(N/N=C2/CCSc3sccc32)c(F)c1
54. Cc1cc(C)c2[nH]c(O)c(N=NC(=S)NCC3CCCO3)c2c1 (stereo unspecified)
Screen / compound no.	49	50	51	52	53	54
AMA1 RON2 block	34%[activator]	-1%	-1%	-2%	-4%	53%[activator]
Sm TGR inh	-2%	3%	-27%	-8%	25µM*	2%
HCMV inh	-19	12	-13	-7	64	-18
AmpC no deterg	-39%	-31%	-16%	-15%	-38%	-28%
AmpC detergent	1%	-6%	?	-11%	-11%	-3%
Giardia FBPA inh	.	5%	0%	0%	2%	-6%

55. COc1cc(CNc2ncc(-c3ccc(Br)cc3)n2C)cc(OC)c1OC
56. COC(=O)c1cccc(-n2c(CCC(=O)O)ccc2-c2cccs2)c1
57. O=C(O)CCn1cc(/C=C\C(=O)c2ccc(Cl)cc2)c(-c2cccc(Br)c2)n1
58. Cc1cccc(C)c1NC(=O)CN(C)C(=O)c1ccc(NS(=O)(=O)c2ccc3[nH]c(=O)[nH]c3c2)cc1
59. Cc1ccc(NC(=O)c2ccc(F)cc2)cc1S(=O)(=O)N1CCCCCC1
60. Cc1c(O)ccc(-c2[nH]ncc2-c2nc3ccccc3s2)c1O
61. CCC(C)C(=O)OCC1(c2ccc(C)cc2OC(=O)C(C)C)CO1 (stereo unspecified)
Screen / compound no.	55	56	57	58	59	60	61
AMA1 RON2 block	?	-11%	-1%	-5%	-4%	101%[activator]	-3%
Sm TGR inh	1%	3.5µM*	-36%	7%	6%	-3%	-24%
HCMV inh	-27	0&-6	-21	10	-78*	?	5
AmpC no deterg	40%	-21%	74%[activator]	-16%	-39%	-23%	17%
AmpC detergent	?	-8%&7%	-2%	1%	5%	-7%	-7%
Giardia FBPA inh	?	11%	12%	.	-12%	9%	-2%

From entry 59 up to 61, as listed above:
59. Cc1ccc(NC(=O)c2ccc(F)cc2)cc1S(=O)(=O)N1CCCCCC1
60. Cc1c(O)ccc(-c2[nH]ncc2-c2nc3ccccc3s2)c1O
61. CCC(C)C(=O)OCC1(c2ccc(C)cc2OC(=O)C(C)C)CO1 (stereo unspecified)
Screen / compound no.	59	60	61
AMA1 RON2 block	-4%	101%[activator]	-3%
Sm TGR inh	6%	-3%	-24%
HCMV inh	-78*	?	5
AmpC no deterg	-39%	-23%	17%
AmpC detergent	5%	-7%	-7%
Giardia FBPA inh	-12%	9%	-2%
